# MT stabilize HCS: stabilizes microtubules in HeLa cells; HeLa tubulin immunostaining HCS, 24 h; share of cells brighter than vehicle mean+2SD; % tubulin-high responders, % at 10 µM; 0.83% of 200,000 active;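 active = plate Z-score above 3 for both tubulin-high and condensed-nucleus cell shares, with cell loss under 80%, at 10 µM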;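 note: anti alpha tubulin signal scored within the nucleus-defined area of each cell; some results filed as inactive read as strong as hits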
# M17LAP inhibition: P. falciparum M17LAP inhibitors, primary screen, biochemical, fluorogenic H-Leu-NHMec substrate, 1536-well (AID 1619); recombinant M17LAP, H-Leu-NHMec fluorogenic kinetic assay; higher % means a stronger effect; one-dose inhibition, % at 30 µM; IC50 in µM for titrated hits; 0.38% of 220,000 active;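 active = compound inhibiting the enzyme by more than half at any dose during confirmatory dose-response retesting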;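 note: plate controls were full reaction with DMSO carrier for no effect and no enzyme background for full effect; strong numbers were not always called active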
# b-catenin transl: modulators of beta-catenin nuclear translocation | nuclear translocation activity, % at 5 µM | HeLa beta-catenin nuclear translocation, immunofluorescence imaging | AID 1665 | 0.3% of 190,000 active;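 active = nuclear translocation activity above 50% at 5 µM, with a well cell count of 50 or more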;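 note: per-cell ratio of nuclear to cytoplasmic median beta-catenin stain intensity; plate controls were DMSO negative control for no effect and GSK-3 inhibitor IX positive control for full effect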
#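 Test system: HeLa cells, endogenous beta-catenin; Compound: single 5 µM dose plus 0.02–20 µM confirmation series; Times: compound exposure 24 h at 37°C; Signal: fluorescence imaging of beta-catenin antibody stain plus DAPI; Read-out: % activation, nuclear-to-cytoplasmic median beta-catenin signal ratio per cell.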
# Yfh1-off respiration: mitochondrial function rescue without frataxin homolog – Friedreich's ataxia, plus single-dose screen, dose response (AID 1465). S. cerevisiae Yfh1-off respiration, WST-1 reduction, 72 h; higher fold induction means a stronger effect. 0.074% of 220,000 active. fold induction at 50 µM; hits with a dose series show EC50 in µM;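 active = fold induction of absorbance versus untreated yeast above a set limit, then at least 30% activation at any dose in follow-up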;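 note: activators that raise dye reduction in frataxin-depleted yeast; strong numbers were not always called active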
# Autophagy mod: modulators of autophagy; 0.98% of 190,000 active; calls only at 10 µM (by protocol); MEF GFP-LC3 puncta imaging; test concentration mostly 10 µM;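 active = percentage of spot-positive cells more than 3 SD above its plate mean, without a fluorescence outlier flag or 80% toxicity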;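 note: spot-positive cell cutoff set from DMSO-treated cells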
# Insulin prom up: MIN6 insulin promoter up-regulation. MIN6 insulin promoter-GFP reporter, high-content imaging; hits give high values. z-score at 5 µM. 0.3% of 190,000 active. AID 1625;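 active = z-score above 3 at 5 µM with at least 500 cells counted in the well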
# Dynein cargo inh: blocks dynein driven cargo transport along microtubules; 3617.4 mouse cells, GR-EGFP nuclear translocation imaging; test concentration mostly 20 µM; stimulated with dexamethasone, 1 µM; hits give low values; z-score, hits read low; 0.47% of 220,000 active;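 active = plate z-score of nuclear minus cytoplasmic receptor signal below a set negative limit, without overly bright fluorescence or cell loss, cut at about -3.5 in these data, passing the limit was not always enough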;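 note: z-score of nuclear minus cytoplasmic ring GR-EGFP intensity difference per well; some compounds called inactive have numbers as strong as hits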
#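 Buffer or medium – tet-free medium with charcoal-stripped serum · Signal – automated 10x imaging of fixed Hoechst-stained cells · Also added – dexamethasone agonist, 1.0 µM final, for 30 min · Incubation – induction 48 h, compound 1 h, agonist 30 min · Read-out – GR-EGFP nuclear translocation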
# NOD1 NF-kB reporter: NOD1 signaling inhibitors, primary screen, cell-based, luminescence, uHTS (AID 1578) | inhibition, % at 4 µM, or EC50 in µM where a hit was titrated | NOD1-driven NF-kB luciferase reporter cells, luminescence; higher % means a stronger effect | 1% of 290,000 active; in the data active = inhibition mostly above about 36%, no sharp cut-off; inactive = mostly below about 34%;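 note: HEK-293T reporter cells stimulated with the NOD1 agonist gamma-tri-DAP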
# NOD2 inhibition: inhibition of NOD2-driven NF-kB reporter – cell-based, luminescence, uHTS, HEK293 (AID 1566); HEK293 NOD2/NF-kB luciferase reporter, luminescence; higher % means a stronger effect; 0.63% of 290,000 active; one-dose inhibition, % at 4 µM; EC50 in µM for titrated hits; in the data active = inhibition above about 50%; note: many of its hits are not listed in these tables
# Dynein cargo inh cytoplasmic EGFP: recorded beside Dynein cargo inh, whose call it bears; z-score; measured here: cytoplasmic GR-EGFP intensity; hits give high values
# Dynein cargo inh nuclear GR-EGFP: also measured in Dynein cargo inh; calls as there; z-score; measured here: nuclear GR-EGFP intensity;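 lower value marks the stronger effect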
# Dynein cargo inh cell count: further read-out of Dynein cargo inh, marked with its call; z-score; measured here: cell count per field
# Insulin prom up cell count: further read-out of Insulin prom up, marked with its call; cell count; measured here: cytotoxicity, nuclei count;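 total cells summed across four imaged fields per well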
# b-catenin transl cell count 5 µM: second read-out of b-catenin transl, no call of its own (marks repeat the call); cell count; measured here: cell count, cytotoxicity flag
# MT stabilize HCS Hoechst-high %: also measured in MT stabilize HCS; calls as there; % Hoechst-high responders; measured here: nuclear condensation Hoechst responders;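 share of cells brighter than vehicle mean plus two SD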
# MT stabilize HCS cytotoxicity %: also measured in MT stabilize HCS; calls as there; toxicity, %; measured here: cytotoxicity by cell density;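 0% = mean cell density of plate MIN control wells and 100% = no cells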
# Autophagy mod cell loss 18 h: further read-out of Autophagy mod, marked with its call; toxicity, %; measured here: cell loss, nuclei count;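 cell loss after 18 h compound exposure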
# Active calls of the source: *; i = inactive; x = no result given. This is a subset (hit frequency here may not be typical).
SMILES,MT stabilize HCS,MT stabilize HCS Hoechst-high %,MT stabilize HCS cytotoxicity %,M17LAP inhibition,b-catenin transl,b-catenin transl cell count 5 µM,Yfh1-off respiration,Autophagy mod,Autophagy mod cell loss 18 h,Insulin prom up,Insulin prom up cell count,Dynein cargo inh,Dynein cargo inh cytoplasmic EGFP,Dynein cargo inh nuclear GR-EGFP,Dynein cargo inh cell count,NOD1 NF-kB reporter,NOD2 inhibition
O=C(NCc1ccccc1)/C(=C/c1ccco1)NC(=O)c1ccco1,3.8,2.1,6.7,0.5%,-1.4,1070,i,i,1.2,-0.91,1294,-0.122,-0.199,-0.0239,0.57,-19.3%,16.6%
O=C(c1cccnc1Nc1ccc2c(c1)CCC2)N1CCOCC1,3.2,2.1,3.8,4.5%,-4.6,1194,i,i,8.4,-0.77,924,-1.24,-0.369,-0.736,1.51,-9.3%,0.8%
COc1cc(NS(=O)(=O)c2ccc(NC(=O)c3ccc(C)o3)cc2)nc(OC)n1,3.0,2.2,4.5,17.5%,0.5,964,i,i,-0.5,1.24,1323,-0.351,-0.213,-0.6,1.05,-4.2%,-11.2%
COc1ccc2nc3c(c(-c4ccccc4)c2c1)CCC3,2.5,3.1,6.9,6.4%,0.7,509,i,i,-3.7,-1.81,732,2.04,-0.154,1.21,-1.39,-13.1%,-14.1%
Cc1sc(NC(=O)CSc2nnc(-c3ccc(F)cc3)o2)c(C#N)c1C,4.1,3.1,6.1,37.6%,1.5,1110,i,i,14.6,x,x,0.277,-0.305,0.153,-0.432,-11.0%,5.0%
Cn1c(O)c(N=NC(=O)Cn2c(C(F)(F)F)nc3ccccc32)c2ccccc21,3.5,1.3,6.7,-3.5%,-4.4,572,i,i,-8.7,-0.26,1308,-1.06,-0.32,-0.765,1.18,-15.2%,2.1%
CN(C)/C=N/C(=S)Nc1ccc(Cl)c(Cl)c1,1.4,0.9,9.2,1.1%,1.8,1435,i,i,31.7,0.72,1461,0.219,-0.153,0.186,-0.117,-51.4%,-74.1%
CCCCC(=O)Nc1cccc(NC(=S)NC(C)=O)c1,2.6,3.5,9.9,16.7%,-0.3,1049,i,i,8.0,-0.2,1514,-0.764,-0.302,-0.566,0.678,-19.0%,14.0%
CCOc1nc(NCCC2=CCCCC2)nc(N2CCOCC2)n1,3.1,1.8,6.1,2.3%,-0.6,1062,i,i,-8.2,-0.04,1895,1.11,-0.0697,1.09,-2.58,-18.1%,18.4%
CCOc1cc(N2CCOCC2)c(OCC)cc1NC(=O)CN1C(=O)NC(CC(C)C)C1=O (stereo not given),4.8,3.5,9.2,0.5%,-0.2,1097,i,i,-3.9,-0.35,1324,-0.373,-0.0848,0.0694,0.198,-27.4%,10.4%
NCCOc1cnn(-c2ccccc2Cl)c(=O)c1Cl,3.0,2.8,7.6,-12.6%,-1.2,533,i,i,-9.6,0.27,1205,2.29,-0.0551,2.45,-1.73,-4.8%,13.6%
CC(C)(C)c1nnc(NC(=O)Cc2ccccc2[N+](=O)[O-])s1,2.4,4.4,6.8,-1.0%,-1.6,556,i,i,-5.2,-0.1,1516,-1.1,-0.311,-0.995,1.19,-45.0%,-10.7%
CC(=O)Nc1nc2ccccc2n1CCOc1ccccc1Cl,5.1,4.0,1.4,-6.4%,-1.0,1037,i,i,21.7,0.62,1181,-0.863,-0.298,-0.32,0.736,100.0%,-41.4%
Cc1ccc(/C=N/N2CCN(Cc3ccccc3)CC2)s1,1.6,1.1,4.6,8.8%,-0.7,1287,i,i,-6.0,-0.25,1542,1.41,-0.141,0.691,-0.993,-15.4%,-37.9%
C[C@@H](NC(=O)c1nc[nH]c1C(=O)N[C@@H](CCCCNC(=O)OC(C)(C)C)C(=O)OC(C)(C)C)c1ccccc1,1.8,0.5,11.7,-3.9%,-0.5,1031,i,i,7.2,0.52,1452,-0.874,-0.0337,-0.148,1.5,12.8%,-20.2%
O=C(COC(=O)c1cccc(Cl)c1)Nc1cc(Cl)ccc1Oc1ccccc1,3.8,1.8,6.1,5.1%,x,x,i,i,31.8,0.41,1206,1.34,-0.202,0.422,-1.08,16.8%,13.1%
COc1ccc(NC(=O)N2c3ccccc3C(C)=CC2(C)C)cc1,5.4,1.5,9.9,-6.7%,-0.8,941,i,i,13.9,-0.37,1533,1.07,-0.282,0.976,0.109,3.6%,15.4%
CCC1CCc2c(sc(NC(=O)CSc3nc(-c4ccco4)cc(C(F)(F)F)n3)c2C#N)C1 (stereo not given),1.2,1.3,6.2,3.2%,x,x,i,i,-4.7,0.14,794,-0.213,-0.278,0.0812,0.591,-14.2%,5.3%
COCCCNC(=S)NC(=O)c1ccccc1,3.0,3.5,10.3,5.3%,-1.3,1016,i,i,-2.0,0.41,1388,-0.0521,-0.26,0.109,0.125,-38.2%,-13.0%
CC(C)OCCCn1c(=S)[nH]c2ncccc2c1=O,3.6,3.3,5.7,6.0%,0.5,1434,x,i,0.5,0.38,1266,-0.596,-0.207,-0.274,0.549,x,6.0%
O=C(Nc1nnc(SCc2ccc(Cl)cc2)s1)c1cnccn1,2.1,2.3,4.2,-13.8%,-3.7,571,i,i,17.7,-0.22,1419,-0.023,-0.125,-0.278,0.0299,3.1%,27.0%
Cc1nc2sc3c(O)cc(=O)[nH]c3c2c(C)c1C,1.3,1.6,4.6,-38.8%,x,x,x,i,2.4,-0.03,912,-0.922,-0.279,-0.315,1.21,13.1%,11.4%
CCS(=O)(=O)N1Cc2ccccc2CC1C(=O)N1CCN(c2ccccc2)CC1 (stereo not given),1.9,1.6,0.2,-8.3%,1.6,1385,i,i,23.0,1.19,1599,-0.021,-0.171,-0.206,0.41,2.9%,-5.1%
Cc1ccc(NC(=O)COC(=O)c2cc(Cl)ccc2[N+](=O)[O-])cc1,4.8,2.8,4.7,5.4%,-2.4,596,i,i,-9.7,0.37,1277,0.0143,-0.31,-0.337,0.248,-23.0%,11.8%
O=C(O)c1ccccc1C(=O)c1ccc(Oc2ccccc2)cc1,2.0,3.1,8.1,-37.3%,-0.9,95,i,i,-8.8,0.66,1183,-0.575,-0.118,-0.66,0.805,14.3%,-0.9%
COc1ccc(Cc2nnc(NC(=O)C(C)(C)C)s2)cc1,2.2,0.9,1.9,x,2.3,991,i,i,2.1,-1.12,1424,-0.674,-0.336,-0.0916,0.781,-7.8%,14.0%
COC(=O)C1CCN(C(=O)NC2CCCCC2)CC1,2.7,1.6,4.6,-6.8%,x,x,i,i,-1.2,0.36,1300,0.173,-0.244,0.41,0.0749,x,-1.5%
Cc1ccccc1C(=O)O/N=C1\CCS(=O)(=O)c2sccc21,1.7,2.0,6.9,-13.3%,-1.0,989,i,i,15.6,0.01,1584,2.63,-0.204,1.42,-0.886,-21.9%,-55.2%
C=C(C)c1cccc(C(C)(C)NC(=O)N2CCOCC2)c1,2.1,1.7,4.8,-0.7%,-1.9,1089,i,i,-2.0,-0.11,1342,0.414,0.077,0.659,-1.38,3.6%,3.5%
Cc1ccc(N2C(=O)C3CCC(C)(C2=O)C3(C)C)cc1C (stereo not given),1.3,1.5,1.4,4.0%,-2.9,1124,i,i,7.2,0.89,1428,1.29,-0.158,0.612,-1.6,-32.4%,-1.2%
CCCCN(CCCNC(=O)C1CCN(S(=O)(=O)N2CCOCC2)CC1)Cc1ccccc1,5.4,1.9,3.0,-6.1%,4.0,1378,i,i,13.1,-0.24,1135,0.357,-0.287,0.425,-0.159,-26.0%,10.1%
O=C(CSc1nnnn1C1CCCCC1)NCc1ccccc1,3.9,2.1,2.6,-4.7%,-1.8,1016,i,i,7.1,0.32,1672,-0.202,-0.262,-0.281,1.12,-5.2%,14.9%
Nc1nc(SCCO)[nH]c(=O)c1NC(=O)c1ccccc1F,5.3,2.0,10.9,5.2%,0.2,1139,i,i,1.2,-0.16,1315,-0.615,-0.321,0.0437,1.46,-23.2%,8.7%
N#CC(c1ccc(O)cc1)N1CCOCC1 (stereo not given),4.5,1.8,5.6,6.2%,4.5,500,i,i,-9.2,x,x,0.063,0.14,-0.0735,-0.395,-17.5%,10.3%
N#CCC(=O)Nn1c(=S)[nH]c2ccccc2c1=O,4.4,2.2,5.3,17.2%,x,x,i,i,8.3,1.45,1283,1.22,0.144,0.837,-0.909,1.0%,10.1%
C/C(CC(=O)Nc1ccccc1)=N\NC(=O)COc1ccc(C)cc1Br,2.9,1.1,5.4,-8.7%,-0.5,1084,i,i,7.0,0.24,1320,-0.312,-0.213,0.0442,-0.0947,-40.1%,8.0%
Cc1ccc(SC(C)c2nc(-c3ccncc3)no2)cc1 (stereo not given),3.2,2.1,7.2,4.0%,x,x,i,i,1.5,x,x,-0.723,-0.233,-0.536,-0.29,11.2%,21.0%
CCOc1ccc(S(=O)(=O)N2CCN(c3ccccc3)CC2)c2cccnc12,4.6,2.4,13.1,-8.6%,x,x,i,i,19.7,x,x,0.549,-0.228,0.579,-0.0919,25.2%,4.9%
O=C(O)CCC(=O)Nc1cccc2cccnc12,2.4,2.5,7.7,7.8%,-2.3,1048,i,i,-1.0,0.96,1408,-0.0687,-0.189,0.438,0.323,-24.7%,7.6%
CCOC(=O)C(NC(C)=O)(Nc1ccc(S(N)(=O)=O)cc1)C(F)(F)F (stereo not given),4.7,2.0,1.2,-0.5%,0.9,521,i,i,5.0,0.2,1151,0.373,-0.261,0.194,0.755,31.2%,0.4%

# Source: PubChem
